Source: PubChem BioAssay
SR-BI DiI inh = blocks mouse SR-BI lipid uptake from DiI-HDL | Q61009 | ldlA[mSR-BI] CHO cells, DiI-HDL uptake fluorescence, 3 h | inhibition, % at 12.5 µM | 320,000 tested, 0.96% active | AID 488896;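 active means mean replicate inhibition of at least 70% and a set share of replicates each scoring 70 or more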;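 further: 0% = median of neutral control wells and 100% = median of positive control wells; values of inactives mirror those of a sister screen read the other way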
Target sequence (Q61009 whole entry, looked up): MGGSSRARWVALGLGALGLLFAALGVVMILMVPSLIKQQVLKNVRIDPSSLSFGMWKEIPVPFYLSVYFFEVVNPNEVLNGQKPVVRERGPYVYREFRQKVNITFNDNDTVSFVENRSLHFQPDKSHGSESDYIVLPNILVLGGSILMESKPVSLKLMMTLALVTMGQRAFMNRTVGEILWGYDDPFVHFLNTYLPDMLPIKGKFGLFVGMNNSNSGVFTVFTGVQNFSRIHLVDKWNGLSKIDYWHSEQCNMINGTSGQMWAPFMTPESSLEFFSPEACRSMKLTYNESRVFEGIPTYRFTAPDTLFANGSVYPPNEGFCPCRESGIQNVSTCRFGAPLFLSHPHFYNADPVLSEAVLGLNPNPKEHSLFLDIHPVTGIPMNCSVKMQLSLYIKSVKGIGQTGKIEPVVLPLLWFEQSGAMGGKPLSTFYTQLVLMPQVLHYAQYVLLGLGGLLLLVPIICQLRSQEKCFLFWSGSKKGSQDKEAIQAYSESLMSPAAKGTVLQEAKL
PvdQ acylase = P. aeruginosa PvdQ acylase inhibition; purified PvdQ acylase, fluorescence plate reader; inhibition, % at 10 µM; 340,000 tested, 0.063% active; AID 488965; in the data active means inhibition above about 30%, passing the limit was not always enough;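 further: 0% = vehicle neutral wells and 100% = reference inhibitor wells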
C-LANA FP = blocks KSHV LANA C-terminal domain binding to DNA; MBP-C-LANA/FAM-LBS DNA binding, fluorescence polarization; inhibition, % at 9 µM; 340,000 tested, 0.078% active; AID 504423;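 active means highest replicate inhibition at or above 60% at 9 µM, even if other replicates fall short; inactive means all replicates below 60% inhibition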;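 further: 0% = neutral control wells and 100% = 4 µM acridine orange control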
DAGLB inh = diacylglycerol lipase beta (human) inhibition | inhibition, % at 5.17 µM | HEK293T DAGLB membrane lysate, EnzChek fluorogenic substrate | 340,000 tested, 0.059% active; in the data active means inhibition above about 34%;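 further: 0% = enzyme with vehicle and 100% = wells lacking enzyme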
NSD2 inh = inhibitors of human histone methyltransferase NSD2. O96028. NSD2 peptide methylation, AlphaScreen, 120 min. inhibition, % at 12.5 µM. 310,000 tested, 0.54% active; in the data active means inhibition above about 50%
RTF Ca sens inh = cardiac RTF calcium desensitization; inhibition, % at 7.15 µM; 340,000 tested, 0.12% active; IANBD-labeled cardiac RTF, Ca2+ fluorescence; P19429+P45379;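 active means inhibition above the mean inhibition of all tested compounds plus 3 SD, cut at about 17% in these data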;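 further: assay run at fixed EC70 calcium of 1.6 mM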
Keap1-Nrf2 PPI = disrupts human Keap1 binding to Nrf2 peptide; Q14145; Keap1 Kelch-Nrf2 peptide fluorescence polarization, 1536-well; inhibition, % at 9.4 µM; 340,000 tested, 0.15% active; in the data active means inhibition above about 12%;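 further: human Keap1 Kelch domain with fluorescein labeled Nrf2 9mer peptide probe; 0% = neutral control wells and 100% = peptide positive control; higher means more block of Keap1 binding to Nrf2 peptide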
Arr AP2 block = blocks beta-arrestin peptide binding to AP2 adaptin; FITC-arrestin peptide / GST-AP2 beads, flow cytometry; AP2 beta2 appendage carries R879A mutation; inhibition, % at 10 µM; 340,000 tested, 0.31% active; AID 504490;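 active means inhibition above a set limit, near 3 SD of compounds lacking own fluorescence, cut at about 54% in these data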;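 further: plate controls were DMSO wells for no effect and 5 µM unlabelled arrestin peptide for full effect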
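System: GST-AP2 R879A bound to glutathione beads, E. coli-expressed. Also added: 50 nM FITC-arrestin peptide. Schedule: compound with beads 12 min RT, then probe 1 h RT. Signal: bead flow cytometry, FITC channel. Read-out basis: percent response.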
PKA-R2B activ = activates the human PKA-R2B holoenzyme complex; P22694+P31323; PKA-R2B holoenzyme dissociation, Cy5-IP20 fluorescence polarization; R2B truncated from residue 108, S112A mutant; 0% DMSO only, 100% 113 µM cGMP; activation, % at 11.4 µM; 340,000 tested, 0.079% active; AID 504700;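 active means activation above a cutoff set at the mean over all compounds plus 3 SD, cut at about 18% in these data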;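 further: higher means more holoenzyme dissociation and a rise in polarization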
Target sequence (P31323 whole entry, looked up, other chains not shown, the tested form may be a part): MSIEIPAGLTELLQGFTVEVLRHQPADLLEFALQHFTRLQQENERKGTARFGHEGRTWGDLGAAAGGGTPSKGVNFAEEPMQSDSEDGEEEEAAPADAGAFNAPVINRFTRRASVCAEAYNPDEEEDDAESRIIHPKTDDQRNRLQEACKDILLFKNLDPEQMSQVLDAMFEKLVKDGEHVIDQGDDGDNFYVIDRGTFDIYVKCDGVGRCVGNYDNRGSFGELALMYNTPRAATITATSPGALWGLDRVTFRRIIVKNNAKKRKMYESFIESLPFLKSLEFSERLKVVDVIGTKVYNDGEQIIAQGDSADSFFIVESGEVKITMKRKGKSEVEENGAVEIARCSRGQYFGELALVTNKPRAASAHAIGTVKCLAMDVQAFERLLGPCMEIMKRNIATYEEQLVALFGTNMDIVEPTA
SR-BI DiI-HDL act = SR-BI HDL lipid transfer activation. 320,000 tested, 0.096% active. AID 504775. CHO ldlA[mSR-BI] cells, DiI-HDL uptake fluorescence, 3 h; 100 = double the neutral-control signal. activation, % at 12.5 µM;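 active means mean replicate activation of at least 60% and every replicate at or above 60%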;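 further: 0% = median plate neutral-control signal and 100% = twice that signal; values of inactives mirror those of a sister screen read the other way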
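Material: SR-BI-overexpressing, LDLR-lacking CHO cells; schedule: compound exposure 3 h, 37 °C; reagent: DiI-labelled HDL at 10 µg/mL final; technique: bottom-read fluorescence, 550/595 nm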
* marks the source's active call; other numbers are inactive results; x = not tested or not shown. Not a hit list; about 2.1% have a hit in one of these screens.

SMILES	SR-BI DiI inh	PvdQ acylase	C-LANA FP	DAGLB inh	NSD2 inh	RTF Ca sens inh	Keap1-Nrf2 PPI	Arr AP2 block	PKA-R2B activ	SR-BI DiI-HDL act
CSCCC(NC(=O)c1ccc(C(C)(C)C)cc1)C(=O)O (configuration not stated)	1.5	-1.7	0.6	0.1	4.6	-6.9	-3.8	11.7	-0.6	-1.5
CC(NC(=O)CCOc1ccccc1)c1ccccc1 (configuration not stated)	-2.9	-6.3	-2.5	1.8	-0.6	-2.7	-3.8	27.4	-1.7	2.9
Oc1c(C=Nc2ccccc2Cl)[nH]c2ccccc12	x	-13.7	6.4	-1.2	0.0	-6.2	-2.6	-2.9	-0.8	x
Cc1ccc(NC(=O)Cn2nnc(C(=O)Nc3ccc(C)c(C)c3)c2N)cc1	7.7	-13.9	-0.4	-8.3	-2.8	-2.6	-2.5	1.0	-1.6	-7.7
O=C(COC(=O)c1ccccc1Br)NCCc1ccc(F)cc1	5.6	-14.4	1.2	-6.3	-2.0	-0.7	-2.5	0.0	-2.4	-5.6
CN(C)/C(=N\S(=O)(=O)c1ccccc1)c1ccccc1	x	5.9	1.6	-1.5	-2.0	1.4	1.9	27.0	8.1	x
Cc1ccc(C)n1-c1ccc(N2CCOCC2)nc1	-28.7	-2.4	5.6	2.5	3.9	-8.5	-2.8	-0.7	-4.4	28.7
COc1ccc2c(c1)OC[C@H]1[C@H]2N2C(=O)c3cc(Cl)ccc3NC(=O)[C@@]2(C)[C@H]1c1ccccc1	71.8*	-4.1	-0.4	-2.1	x	-0.7	2.8	-4.3	-3.7	-71.8
CSc1ccccc1C(=O)C1CCCN(C(=O)c2csnn2)C1 (configuration not stated)	-5.8	-9.2	-2.0	0.1	0.0	-3.9	-2.9	15.8	-8.0	5.8
COc1ccccc1Cn1c(=O)oc2ccc(C)cc21	3.4	-6.4	1.1	-1.4	-6.2	-8.6	-4.0	7.2	1.4	-3.4
COc1ccc(C)cc1NC(=O)C1CC(=O)N(CCc2ccc(F)cc2)C1 (configuration not stated)	-11.0	-0.1	-0.9	1.1	0.8	-6.9	-5.1	32.4	-6.2	11.0
COc1ccc(-n2c(SCC(=O)Nc3ccccc3)nnc2-c2ccoc2C)cc1	2.0	1.9	-0.1	-5.3	7.3	-3.0	0.8	11.9	-9.9	-2.0
CCOc1ccc(NC(=O)CC2C(=O)N(c3ccccc3)C(=S)N2Cc2ccccn2)cc1 (configuration not stated)	21.6	-15.2	-0.5	-2.4	-2.2	6.9	-3.5	-5.4	-17.4	-21.6
COc1ccc(CNC(=O)N2CCc3ccccc3C2)cc1Cl	7.7	-8.0	1.9	-3.5	-1.9	1.4	-2.1	3.7	0.7	-7.7
CCOc1ccc(NC(=S)N(CCc2c(C)[nH]c3ccccc23)Cc2ccco2)cc1	68.4	-5.0	0.4	-4.8	x	-3.9	-2.4	17.2	-3.7	-68.4
CC(=O)Nc1cccc(C(=O)OCc2csc(CC(=O)Nc3ccccc3C)n2)c1	26.4	8.3	-3.4	-5.9	1.2	-7.2	-6.7	3.7	8.4	-26.4
Cc1ccc2nsnc2c1S(=O)(=O)NCc1ccncc1	-30.2	-7.3	-0.4	-0.6	-4.4	-0.4	-3.3	2.6	-1.4	30.2
Cc1ccc(/C=C/C(=O)NCCCN2CCN(CCCNC(=O)/C=C/c3ccc(C)cc3)CC2)cc1	-9.4	2.3	-0.4	-0.7	-2.4	-3.2	3.0	18.3	-5.7	9.4
O=C(COC(=O)CCCc1nc2ccccc2s1)Nc1ncc(Cl)cc1Cl	3.1	-8.8	-0.8	2.5	-2.6	-1.6	-1.2	0.5	-2.4	-3.1
O=C(Nc1ccc(OCc2ccccc2)cc1)c1cccs1	7.3	2.1	1.3	-1.4	-1.5	2.3	-2.6	9.3	-9.1	-7.3
Nc1nc(N2CCN(c3ccc(Cl)cc3)CC2)n[nH]1	-3.2	8.0	-1.1	-1.9	0.1	1.2	1.1	4.0	1.5	3.2
Cc1cccc(C(=O)NCCNC(=O)c2cnccn2)c1	x	-10.4	-1.1	0.5	7.9	3.7	-0.8	-21.1	-4.0	x
COc1ccc(C(=O)Oc2ccc(-c3nnco3)cc2)cc1S(=O)(=O)N1CCOCC1	11.3	-11.4	-1.0	-0.8	0.1	-21.8	-8.5	-1.5	-5.1	-11.3
Cc1csc(SCC(=O)NC(=O)NC(C)C)n1	1.4	10.2	0.7	0.6	-1.9	-12.3	-0.3	-6.0	-10.5	-1.4
Nc1cc(Cl)ccc1C(=O)OCC(=O)N1CCCCCC1	2.9	-8.7	-1.5	0.9	-18.6	-2.0	1.8	-16.7	-2.9	-2.9
Cc1ccc(/C=N/n2cnc3sc(-c4ccccc4)cc3c2=O)o1	-6.9	8.6	1.5	1.6	9.2	9.3	4.5	7.5	11.7	6.9
CC(C)CC(NS(=O)(=O)c1ccc2[nH]c(=O)c(=O)[nH]c2c1)C(=O)O (configuration not stated)	-8.9	1.2	0.8	-2.0	4.2	1.3	1.8	9.5	-7.2	8.9
NS(=O)(=O)c1ccc(N/C=C\C(=O)c2ccc3ccccc3c2)cc1	-31.2	-6.1	0.1	4.0	13.7	-7.3	-2.7	-8.3	1.8	31.2
CSc1nc(NS(=O)(=O)c2ccc(F)cc2F)nn1C	-25.4	-15.1	1.7	-2.5	-3.4	-1.4	-6.5	-7.0	-1.6	25.4
O=C(NCCCN1CCOCC1)c1cc(C(=O)C2CCCCC2)c[nH]1	-27.2	-4.9	-1.4	1.3	2.4	11.3	-4.2	-7.4	-3.0	27.2

Fetched one by one from above, seven records:
SMILES	SR-BI DiI inh	PvdQ acylase	C-LANA FP	DAGLB inh	NSD2 inh	RTF Ca sens inh	Keap1-Nrf2 PPI	Arr AP2 block	PKA-R2B activ	SR-BI DiI-HDL act
CSc1nc(NS(=O)(=O)c2ccc(F)cc2F)nn1C	-25.4	-15.1	1.7	-2.5	-3.4	-1.4	-6.5	-7.0	-1.6	25.4
O=C(NCCCN1CCOCC1)c1cc(C(=O)C2CCCCC2)c[nH]1	-27.2	-4.9	-1.4	1.3	2.4	11.3	-4.2	-7.4	-3.0	27.2
Cc1ccc(/C=C/C(=O)NCCCN2CCN(CCCNC(=O)/C=C/c3ccc(C)cc3)CC2)cc1	-9.4	2.3	-0.4	-0.7	-2.4	-3.2	3.0	18.3	-5.7	9.4
Nc1nc(N2CCN(c3ccc(Cl)cc3)CC2)n[nH]1	-3.2	8.0	-1.1	-1.9	0.1	1.2	1.1	4.0	1.5	3.2
CC(C)CC(NS(=O)(=O)c1ccc2[nH]c(=O)c(=O)[nH]c2c1)C(=O)O (configuration not stated)	-8.9	1.2	0.8	-2.0	4.2	1.3	1.8	9.5	-7.2	8.9
Cc1ccc2nsnc2c1S(=O)(=O)NCc1ccncc1	-30.2	-7.3	-0.4	-0.6	-4.4	-0.4	-3.3	2.6	-1.4	30.2
Cc1csc(SCC(=O)NC(=O)NC(C)C)n1	1.4	10.2	0.7	0.6	-1.9	-12.3	-0.3	-6.0	-10.5	-1.4

Additional entries.
SMILES	SR-BI DiI inh	PvdQ acylase	C-LANA FP	DAGLB inh	NSD2 inh	RTF Ca sens inh	Keap1-Nrf2 PPI	Arr AP2 block	PKA-R2B activ	SR-BI DiI-HDL act
COc1ccc(CNc2ncc(-c3ccccc3)n2C)cc1	-10.1	0.4	-0.7	-2.7	0.6	-2.0	-0.3	34.8	-1.1	10.1
CN(C)C(=O)CCCc1nc(-c2ccc(Cl)cc2)no1	-10.9	-6.7	-1.8	-0.1	-1.2	-7.5	5.2	-2.4	-1.6	10.9
CCCc1cc(=O)[nH]c(SCC(=O)c2cc(C)n(CC(F)(F)F)c2C)n1	25.1	-14.4	-0.8	6.3	10.7	-8.0	3.0	5.7	2.4	-25.1
CCOc1ncccc1C(=O)N(C)CC(=O)Nc1ccc(F)cc1	-29.7	-2.7	0.1	-0.3	0.3	1.1	-6.2	-1.1	-13.9	29.7
CCCN(CCC)c1nc(N)c(C#N)c(CC#N)c1C#N	13.0	-3.5	1.3	0.5	2.6	-13.0	-2.7	1.8	-6.2	-13.0
Cc1ccc(S(=O)(=O)N2CC=C(c3ccc(F)cc3)CC2)cc1	-1.4	0.7	-0.2	-13.3	-1.9	-22.1	-0.8	-0.2	2.0	1.4
c1ccc(CSc2ncnc3c2cnn3Cc2ccccc2)cc1	6.7	-10.7	0.8	-3.4	0.7	-5.5	0.7	6.8	-2.8	-6.7
Cc1ccc(C(=O)NC(=S)Nc2ccc(S(=O)(=O)N(C)c3ccccc3)cc2)cc1	-15.8	-7.7	-1.8	-3.8	0.2	-1.4	3.8	1.7	-3.1	15.8
O=C(O)c1ccccc1C(=O)NCCc1c(C(=O)O)[nH]c2ccc(F)cc12	-20.1	3.2	0.6	0.7	x	11.3	0.2	-4.2	-5.8	20.1
Cc1cc(Cl)c(S(=O)(=O)NCc2cccnc2)cc1OCC(=O)NC1CCCCC1	2.2	-12.3	0.4	0.6	-0.8	-4.7	-1.7	5.2	5.5	-2.2
Clc1nccnc1-c1ccccc1	18.7	22.5	2.2	0.4	6.1	6.0	-0.3	4.8	-3.5	-18.7
CC(=O)Nc1ccc(NC(=O)C(C)Oc2ccc(Cl)cc2Cl)cc1 (configuration not stated)	14.5	6.4	0.7	1.2	-2.0	-22.6	-3.1	-0.6	-3.5	-14.5
COc1ccc(C)cc1NC(=O)C1CCN(S(=O)(=O)c2cccc3nonc23)CC1	37.2	-14.7	-0.6	-2.4	6.4	-8.8	0.6	-12.0	-3.4	-37.1
CCN1CCc2c(C#N)c(N3CCOCC3)nc(N3CCOCC3)c2C1	-22.6	-8.1	-1.0	1.5	2.3	-15.3	-10.6	2.1	-1.9	22.6
Cc1cc(NC(=O)C23CC4CC(CC(C4)C2)C3)n[nH]1	-18.4	-8.8	-0.7	1.5	-1.4	-2.8	-6.1	-5.8	2.0	18.4
CC(=O)c1cc(C#N)c(SCC(=O)C(C)(C)C)nc1C	14.2	-12.2	-0.7	1.0	-0.2	-4.2	-7.3	3.9	-0.6	-14.2
COc1ccc(C(=O)C2CCCN(C(=O)CCC3=NNC(=O)CC3)C2)c(C)c1 (configuration not stated)	-18.0	-25.4	1.2	-0.8	-2.0	-8.2	-4.0	-3.6	-9.3	18.0
